# Bioassay records as filed in PubChem BioAssay.
# NCOA3 inh = human NCOA3 inhibition | Q9Y6Q9 | HEK293 GAL4-SRC3 luciferase reporter, luminescence | inhibition, % at 3.6 µM | hit rate 0.17% among 360,000;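 active = inhibition above a per-campaign cutoff, the mean of all compounds plus 3 SD, cut at about 60% in these data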;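 note: 0% = DMSO-treated cells and 100% = gossypol-treated cells at 36 µM; higher means less SRC3-driven luciferase light from the GAL4 reporter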
# ABHD5-PLIN5 inh = inhibitors of human ABHD5-perilipin-5 interaction; hit rate 0.78% among 360,000; inhibition, % at 4 µM; Split G. princeps luciferase complementation, luminescence, 4 h; Q00G26+Q8WTS1;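 active = inhibition above the mean inhibition across every tested compound plus 3 SD, cut at about 22% in these data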;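 note: 0% = DMSO only wells and the 100% control is not disclosed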
# TWEAK-Fn14 inh = blocks TWEAK-Fn14 interaction in a reporter cell assay; TWEAK-stimulated Fn14 reporter cells, luciferase luminescence, 8 h; inhibition, % at 10 µM; hit rate 2% among 360,000; AID 1159606; in the data active = inhibition above about 50%
# Exocytosis inh = lytic granule exocytosis inhibition; inhibition, % at 10 µM; hit rate 0.66% among 360,000; TALL-104 LAMP-1 surface exposure, flow cytometry; cells stimulated with thapsigargin and PMA;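 active = inhibition above about 55%, limit read from the data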
# NR2F2 inh = inhibitors of human COUP-TFII (NR2F2); inhibition, % at 8.6 µM; P24468; HEK293T NGFI-A luciferase reporter, luminescence; hit rate 0.7% among 370,000; AID 686940;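 active = inhibition above a per-plate cutoff, mean inhibition of test wells between control levels plus 3 SD, cut at about 38% in these data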;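 note: cells cotransfected with COUP-TFII expression vector driving the NGFI-A reporter; 0% = median of COUP-TF2 test wells and 100% = reporter-only cells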
# Target sequence (P24468 whole entry, looked up): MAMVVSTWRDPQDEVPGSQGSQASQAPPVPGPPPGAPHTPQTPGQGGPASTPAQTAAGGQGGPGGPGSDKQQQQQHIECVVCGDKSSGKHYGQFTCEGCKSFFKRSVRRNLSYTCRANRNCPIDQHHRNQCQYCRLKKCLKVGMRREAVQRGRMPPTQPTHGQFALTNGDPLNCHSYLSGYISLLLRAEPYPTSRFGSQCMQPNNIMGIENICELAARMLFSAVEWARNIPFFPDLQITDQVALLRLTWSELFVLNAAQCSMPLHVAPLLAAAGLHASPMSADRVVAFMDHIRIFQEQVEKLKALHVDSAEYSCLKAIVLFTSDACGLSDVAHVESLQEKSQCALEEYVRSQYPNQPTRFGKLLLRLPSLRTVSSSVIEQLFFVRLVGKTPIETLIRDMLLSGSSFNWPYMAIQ
# NOD2-RIPK2 inh = NOD2-RIPK2 protein interaction inhibition | CHO BLA complementation NOD2-RIPK2, CCF4 ratio | inhibition, % at 4.98 µM | hit rate 0.38% among 360,000 | AID 624267; in the data active = inhibition above about 21%;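 note: 0% = vehicle only and 100% = reference blocker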
# TROY signal inh = blocks TROY-dependent signaling in reporter cells; Q293 LMP1-TROYcd NF-kB luciferase reporter, 4 h; inhibition, % at 10 µM; hit rate 0.98% among 360,000; AID 1347056;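 active = compounds whose plate-normalised and pattern-corrected inhibition of the luciferase reporter signal at the single screening dose is 50% or more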
# TLR9-MyD88 block = TLR9-MyD88 interaction inhibition | inhibition, % at 4.98 µM | Q9NR96+Q99836 | CHO BLA complementation TLR9-MyD88, CCF4 FRET ratio | AID 504734 | hit rate 0.21% among 340,000;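 active = inhibition above the mean over all tested compounds plus 3 SD, cut at about 21% in these data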;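 note: 0% = DMSO only wells and 100% = clavulanate BLA inhibitor control wells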
# LRH-1 inv ag = suppresses constitutive activity of human LRH-1 | O00482 | HEK293T StAR-luciferase reporter, LRH-1 transfected, 24 h | inhibition, % at 3.6 µM | hit rate 0.13% among 360,000;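 active = inhibition above the mean inhibition of all tested compounds plus 3 SD, cut at about 73% in these data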;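 note: 0% = DMSO wells and 100% = reporter-only cells lacking LRH-1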
# Target sequence (O00482 whole entry, looked up): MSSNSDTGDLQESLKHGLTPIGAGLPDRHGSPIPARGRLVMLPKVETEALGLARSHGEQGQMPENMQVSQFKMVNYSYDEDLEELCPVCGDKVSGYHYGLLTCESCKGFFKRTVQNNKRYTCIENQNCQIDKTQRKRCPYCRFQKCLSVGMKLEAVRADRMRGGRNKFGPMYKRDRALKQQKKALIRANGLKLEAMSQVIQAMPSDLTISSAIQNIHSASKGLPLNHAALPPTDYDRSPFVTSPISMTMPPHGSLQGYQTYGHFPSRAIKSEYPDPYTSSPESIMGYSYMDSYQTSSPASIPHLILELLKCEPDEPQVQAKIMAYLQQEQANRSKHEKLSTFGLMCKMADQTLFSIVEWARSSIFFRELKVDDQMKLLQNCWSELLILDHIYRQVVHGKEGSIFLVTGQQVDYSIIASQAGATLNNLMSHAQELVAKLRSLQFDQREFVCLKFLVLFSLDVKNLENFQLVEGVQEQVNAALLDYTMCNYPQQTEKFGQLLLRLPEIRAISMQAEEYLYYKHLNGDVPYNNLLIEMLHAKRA
# NCOA1 inh = inhibitors of human steroid receptor coactivator 1 (SRC1); HEK293 GAL4-SRC1 luciferase reporter, luminescence; AID 588354; inhibition, % at 3.6 µM; hit rate 0.12% among 360,000; Q15788;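 active = inhibition above the campaign mean plus 3 SD, with each screening campaign given its own cutoff, cut at about 60% in these data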;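 note: 0% = DMSO treated cells and 100% = gossypol at 36 µM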
# SRC2 inh = human SRC2 (NCOA2) inhibition. Q15596. HEK293 GAL4-SRC2 luciferase reporter, luminescence. inhibition, % at 9 µM. hit rate 0.17% among 370,000. AID 651957;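 active = inhibition above the mean inhibition of all tested compounds plus 3 SD, set per campaign, cut at about 52% in these data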;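 note: 0% = DMSO treated cells and 100% = cells given Gossypol at 36 µM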
# * hit, by the source's call; nt = not tested or not shown.
SMILES,NCOA3 inh,ABHD5-PLIN5 inh,TWEAK-Fn14 inh,Exocytosis inh,NR2F2 inh,NOD2-RIPK2 inh,TROY signal inh,TLR9-MyD88 block,LRH-1 inv ag,NCOA1 inh,SRC2 inh
O=C(OCC(=O)N1CCN(C(=O)c2ccco2)CC1)c1cccc(O)c1,0,1,-19,4,12,-2,6,-5,-2,-95,-7
N#Cc1c(NCCCO)nc(NCc2ccccc2)c2c1CCN(Cc1ccccc1)C2,2,-50,16,1,-2,10,0,-11,11,-10,7
O=C(NC(=S)Nc1ccccc1N1CCOCC1)c1ccc([N+](=O)[O-])cc1,-4,1,-9,0,4,2,14,-1,8,-2,3
Cc1cccc(C)c1NC(=O)c1c(C)nn(-c2ccccc2)c1Cl,18,3,4,-1,19,0,-6,3,19,2,4
COc1ccc(CN2C(=O)NC(C)(c3ccc(C)cc3)C2=O)cc1F (stereo not given),0,7,2,0,-14,5,15,-2,10,-6,1
O=C(NCCCN1CCN(CCCNC(=O)c2ccc(F)cc2)CC1)c1ccc(F)cc1,-1,3,8,1,-1,-1,1,-9,3,-25,-2
CCOC(=O)C1=C(C)N=C2SC(C)C(=O)N2C1/C=C/c1ccccc1OC (stereo not given),-3,-11,17,-2,18,-3,6,-5,-8,-17,-28
O=C(COc1ccc(Cl)cc1Cl)Nc1ccc(S(=O)(=O)NC2=NCCCCC2)cc1,6,-6,7,0,-3,-2,-5,1,0,-10,-1
CC(=O)C1=C(c2ccccc2)NC(=O)NC1c1ccc(O)c(Cl)c1 (stereo not given),7,-3,9,-7,11,-7,13,8,1,-1,9
CC(C)N(Cc1c(O)ccc2c(=O)c(-c3ccc(Cl)cc3)coc12)C(C)C,-29,3,-17,3,-11,16,-31,0,-2,-39,20
COc1cccc(CCNC(=O)c2ccc(OC)c(OC3CCN(C(C)C)CC3)c2)c1,14,0,-10,-8,-17,4,-7,8,-6,18,-4
Cn1cnnc1SCc1ccc(C(=O)N/N=C/c2cccs2)cc1,-2,-5,-15,-3,12,4,-12,7,12,0,-21
CCOc1ccc(OCCn2c(S(=O)(=O)O)nc3c(N)ncnc32)cc1,9,4,9,0,nt,0,0,13,4,9,nt
Cc1csc(NC(=O)C2C3C=CC(C3)C2C(=O)O)n1 (stereo not given),11,4,-11,-3,4,1,-8,-6,0,8,18
COCCN1CCN(c2c3c(nc4cc(-c5cccc(F)c5)nn24)CCC3)CC1,4,0,10,3,-6,2,-6,3,-4,-14,10
FC(F)Oc1ccc(-c2csc(Cc3nnc4n3CCCCC4)n2)cc1,-3,1,-4,-1,7,-7,-19,-1,-7,5,-10
CCN(CC)C(=O)Oc1cc(COC)nc(-c2ccccc2)n1,10,3,-6,-7,3,-5,-4,nt,-3,-6,16
COc1ccccc1NS(=O)(=O)c1cc(C(=O)N2CCCCCCC2)ccc1C,5,13,-6,0,18,3,-3,-9,14,3,-8
COCCn1c(SCC(=O)NC2CCCCC2C)nnc1-c1ccncc1 (stereo not given),9,-2,-1,5,3,-4,9,3,-27,-5,8
Cc1cc(Cl)cc(Cl)c1OCC(=O)NCc1ccco1,-14,13,-11,-1,21,-1,-5,10,-7,16,-11
O=C1CCCN1c1ccc(N2CCCC2=O)cc1,-6,0,11,6,-5,0,-12,2,-4,-11,-7
O=C1[C@H]2[C@@H](c3ccc(C(F)(F)F)cc3)N[C@]3(CCCN(Cc4ccc(C(F)(F)F)cc4)C3=O)[C@H]2C(=O)N1Cc1ccccc1,10,-17,16,9,7,-6,11,-19,12,2,-6
COc1ccc(CCN(C(=O)c2ccco2)C(C(=O)NC2CCCC2)c2ccncc2)cc1OC (stereo not given),3,-6,-11,-3,3,-2,-7,-16,-14,-9,18
COc1ccc(-n2c(C)cc(C(=O)COC(=O)c3ccc(O)cc3O)c2C)cc1,11,-7,54*,0,28,11,23,-2,28,7,22
Cc1cccc(CNC(=O)C2CCCN(c3nn4c(=O)cc(C)nc4s3)C2)c1 (stereo not given),0,3,2,-5,-6,-4,4,6,-11,-10,1
CCCn1c(NC(=O)c2ccc([N+](=O)[O-])o2)nc2ccccc21,3,9,18,2,-15,3,-19,-10,47,-51,27
C[C@H](NC(=O)c1ccco1)C(=O)Nc1nnc(SCc2ccccc2)s1,2,-8,-13,-3,-5,2,2,0,-20,-1,-11
COc1ccc([C@@]2(O)c3c(ccc(CC=C(C)C)c3O)NC(=O)[C@@H]2OC)cc1,-10,6,15,8,6,-13,8,8,6,-4,9
Fc1ccc(Cn2cnc3ccccc32)cc1,6,1,3,-6,-10,0,10,-4,-15,4,7
O=c1cc(-c2ccccc2)nc(Sc2ccc([N+](=O)[O-])cc2[N+](=O)[O-])[nH]1,8,0,52*,12,11,-10,13,3,4,-79,19
CCc1cccc2c(C(=O)C(F)(F)F)cn(CC(=O)NCC3CCCO3)c12 (stereo not given),2,-8,5,-2,14,-8,16,10,0,16,6
Cc1cccc(NC(=O)C2CCN(S(C)(=O)=O)CC2)c1C,6,-5,20,-4,5,6,-6,-7,1,-14,11
Cc1nnc(NC(=O)C2CSC3(C)CCC(=O)N23)s1 (stereo not given),13,4,1,5,2,-7,-4,-3,2,-10,-19
CC(=O)C1=CCC(c2ccc(Cl)c(Cl)c2)N(S(=O)(=O)c2ccc(C)cc2)C1 (stereo not given),9,18,-25,40,-24,-8,-15,nt,14,12,16
O=c1[nH][nH]c(C(F)(F)F)c1C=Nc1ccc(Cl)cc1,1,-2,12,2,4,-18,-7,5,12,-2,0
c1ccc(-c2cnc(-c3ccccc3)nn2)cc1,-118,-7,46,3,-55,-15,0,3,-69,-89,-37
CCOc1ccc(NC(=O)CCS(=O)(=O)c2ccc3c(c2)CCCN3C(C)=O)cc1,25,-7,-8,1,-8,-1,-9,-11,2,-9,12
O=C(NC(=S)Nc1ccc([N+](=O)[O-])cc1)c1ccco1,-4,-2,-21,2,-17,-11,-49,-11,-11,-8,-18
O=C1CC(Nc2ccc(N3CCOCC3)cc2)C(=O)N1c1cccc(C(F)(F)F)c1 (stereo not given),16,-9,-17,5,nt,3,-2,17,15,-1,nt
CCCCCN(C(=O)CCC(=O)OCC(=O)N(C)C1CCCCC1)c1c(N)n(CCCC)c(=O)[nH]c1=O,-13,1,17,-20,-2,-8,-34,-9,5,-6,0
O=C(Nc1ccccc1Cl)Oc1ccc(-c2ccccc2)cc1,-12,-3,-18,2,-14,3,-4,-8,-10,-5,-4
O=C(OCCc1cc2ccccc2c(=O)o1)c1ccc(C(F)(F)F)cc1,11,-3,-2,-2,-10,7,-26,-12,-17,-12,18
CC(C)Cc1nc(SCC(=O)N2CCOCC2)c2c(=O)n(C)c(=O)n(C)c2n1,1,4,-18,-2,-8,-18,1,-5,-12,0,2
CC(C)CNC(=S)NC(=O)c1ccc([N+](=O)[O-])cc1,-34,-6,-20,4,-3,-6,13,-6,5,-24,-12
CCOc1ccccc1CN1CCNC(=O)C1CC(=O)NCc1nc(C)cs1 (stereo not given),-19,-3,4,6,-10,12,16,6,-2,-4,17
O=C1c2ccccc2C2=Nc3ccccc3SC(c3ccccc3F)C12 (stereo not given),6,2,59*,-1,-1,-13,63*,10,8,-6,-8
Cn1c(N)c(C(=O)CN2CCc3ccccc3C2)c(=O)n(C)c1=O,-1,1,1,-1,-6,5,20,-3,12,7,-10
COc1cccc2c(=O)n(CC(=O)N3CCCc4ccccc43)ccc12,11,2,12,1,-7,-1,-6,-2,38,-2,14
Cc1csc(NC(C)c2nc3cc(Cl)c(N4CCCCC4)cc3n2CCOCCO)n1 (stereo not given),2,-15,9,9,7,1,-16,4,-35,-3,7
COc1ccc(S(=O)(=O)NCCc2cn3nc(C)c(C)nc3n2)cc1,15,2,2,-4,8,6,-9,-1,15,8,9
Cc1ccc(S(=O)(=O)CCN2CCC(n3cccc3)CC2)cc1,21,-1,-3,-2,17,-12,-18,-7,16,9,15
CS(=O)(=O)N(CC(=O)N1CCCC1)c1ccccc1F,4,9,-1,-17,13,7,4,6,11,-2,8
CC(C)(C)SCCNC(=O)c1ccc(CN2CCc3ccccc3C2)cc1,-49,-8,22,3,-1,0,-29,3,-27,-42,11
COC(=O)CC1=C(C(=O)OC)C(c2cc(OC)c(OC)cc2OC)C(C#N)=C(N)O1 (stereo not given),20,4,0,-3,2,-9,0,2,22,8,-16
CSc1nc(N2CCOCC2)c2c(c1C#N)CC(C)(C)OC2,-12,-1,9,-3,15,-4,5,-7,6,-5,-6
COc1cccc(CN(C)C(=O)c2cccc(OCc3ccccc3)c2)c1,-13,-3,5,-3,5,7,3,-4,5,16,-9
C=CCN(C(=O)c1csnn1)C(C(=O)NC1CCCCC1)c1ccccc1 (stereo not given),-27,-1,1,-1,14,8,-3,1,10,6,5
CC1CN(C(=O)c2cccc(S(=O)(=O)Nc3ccc(Cl)cc3)c2)CC(C)O1 (stereo not given),-2,1,1,0,-10,-4,-3,7,3,2,-16
CC(=O)N1c2ccccc2[C@H](C)[C@H]1C,-14,0,-5,-2,3,-11,-5,-6,10,4,-13
Cc1ccc(N=C2C(=O)Nc3ccccc32)cc1,-21,-5,-7,-16,2,3,-47,7,7,-34,11

# Going on with the list:
SMILES,NCOA3 inh,ABHD5-PLIN5 inh,TWEAK-Fn14 inh,Exocytosis inh,NR2F2 inh,NOD2-RIPK2 inh,TROY signal inh,TLR9-MyD88 block,LRH-1 inv ag,NCOA1 inh,SRC2 inh
Cc1ccc(Cl)cc1NC(=O)COC(=O)C1CC1,5,1,-9,-5,-16,-5,0,1,-16,0,-30
CC1(c2ccc3c(c2)OCCO3)NC(=O)N(CC(=O)c2ccc[nH]2)C1=O (stereo not given),6,0,12,4,-10,3,5,7,-13,-14,17
COc1ccc(CCNC(=O)CCSc2nc(-c3ccco3)cc(C(F)(F)F)n2)cc1OC,-7,2,3,24,3,5,-2,10,11,0,10
CCCNC(=S)Nc1ccc(CC(=O)OC)cc1,3,0,-4,1,-8,-5,12,-3,-33,0,-3
CN(C)c1nc(Nn2cnnc2)nc(N(C)C)n1,-9,6,-5,-2,9,-4,-12,9,11,6,-3
CCCCCCN1CCN(C2CN(C3CCCCC3)S(=O)(=O)C2)CC1 (stereo not given),11,5,-8,-3,-4,-14,-3,nt,9,7,-18
CN(C)c1ccc(/C=N/NC(=O)CNC(=O)c2ccco2)cc1,-2,3,-7,0,-9,7,-5,13,-16,-13,-25

# Not a retest: 3 of the compounds above.
SMILES,NCOA3 inh,ABHD5-PLIN5 inh,TWEAK-Fn14 inh,Exocytosis inh,NR2F2 inh,NOD2-RIPK2 inh,TROY signal inh,TLR9-MyD88 block,LRH-1 inv ag,NCOA1 inh,SRC2 inh
O=C(OCC(=O)N1CCN(C(=O)c2ccco2)CC1)c1cccc(O)c1,0,1,-19,4,12,-2,6,-5,-2,-95,-7
N#Cc1c(NCCCO)nc(NCc2ccccc2)c2c1CCN(Cc1ccccc1)C2,2,-50,16,1,-2,10,0,-11,11,-10,7
O=C(NC(=S)Nc1ccccc1N1CCOCC1)c1ccc([N+](=O)[O-])cc1,-4,1,-9,0,4,2,14,-1,8,-2,3

# The list is partial; count on the stated rates, not on these rows.
